Shn3 3UTR inh = reduces Shn3 3'UTR luciferase signal in osteoblasts | Clone20 osteoblast Shn3 3'UTR firefly luciferase, 24 h | inhibition, % at 12.5 µM | 360,000 compounds, 0.52% hits;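 active = mean inhibition of at least 75% with every replicate also reaching 75%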;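 also: 0% = median of neutral control wells and 100% = pilot-screen positive control compound; some compounds past the cut are filed as inactive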
C8 TRAIL sens = sensitizes caspase-8 expressing cells to TRAIL; AID 624354; 360,000 compounds, 1% hits; inhibition (viability loss, TRAIL sensitization), % at 10 µM; NB7+C8 cells + TRAIL, ATPlite viability luminescence;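 active = compounds causing at least 50% loss of cell viability in the single-dose screen, relative to plate controls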
KKLEB cytotox = CF airway cell cytotoxicity counter-screen; activity change (cytotoxicity), % at 5 µM; 360,000 compounds, 0.36% hits; KKLEB CF airway cells viability, ATPlite luminescence, overnight; stronger effect = lower value; cells stimulated with P. aeruginosa culture filtrate;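 active = corrected activity change at or below -50% at 5 µM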
SRC3 inh = inhibits human SRC3 coactivator | inhibition, % at 3.6 µM | 360,000 compounds, 0.17% hits | Q9Y6Q9 | HEK293 GAL4-SRC3 luciferase reporter, luminescence | AID 588352;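 active = inhibition above a per-campaign cutoff, the mean of all compounds plus 3 SD, cut at about 60% in these data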;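 also: 0% = DMSO-treated cells and 100% = gossypol-treated cells at 36 µM; higher means less SRC3-driven luciferase light from the GAL4 reporter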
CF NFkB inh = inhibitors of cystic fibrosis induced NF-kB. AID 588850. 360,000 compounds, 0.86% hits. KKLEB NF-kB-GFP reporter, PAF-induced, GFP fluorescence overnight. inhibition, % at 5 µM;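 active = at least 50% inhibition at 5 µM, scaled per plate between neutral and stimulator controls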;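 also: PAF is a Pseudomonas aeruginosa culture filtrate used as stimulus; plate controls were PAF-stimulated DMSO wells for no effect and unstimulated DMSO wells for full effect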
TROY NFkB inh = blocks TROY-dependent signaling in reporter cells; Q293 LMP1-TROYcd NF-kB luciferase reporter, 4 h; inhibition, % at 10 µM; 360,000 compounds, 0.98% hits; AID 1347056;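 active = compounds whose plate-normalised and pattern-corrected inhibition of the luciferase reporter signal at the single screening dose is 50% or more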
TWEAK-Fn14 inh = inhibitors of TWEAK-Fn14 interaction signaling; AID 1159606; 360,000 compounds, 2% hits; TWEAK-stimulated Fn14 reporter cells, luciferase luminescence, 8 h; inhibition, % at 10 µM; in the data active = inhibition above about 50%
COUP-TFII inh = NR2F2 (human) inhibition, primary screen; P24468; inhibition, % at 8.6 µM; HEK293T NGFI-A luciferase reporter, luminescence; AID 686940; 370,000 compounds, 0.7% hits;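 active = inhibition above a per-plate cutoff, mean inhibition of test wells between control levels plus 3 SD, cut at about 38% in these data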;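 also: cells cotransfected with COUP-TFII expression vector driving the NGFI-A reporter; 0% = median of COUP-TF2 test wells and 100% = reporter-only cells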
LMP1 NFkB inh = inhibitors of Epstein-Barr LMP1-induced NF-kappaB reporter | 350,000 compounds, 0.69% hits | inhibition, % at 12.5 µM | LMP1-induced NF-kappaB luciferase reporter cells, luminescence | AID 504558; in the data active = inhibition above about 41%;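 also: 0% = neutral control wells and 100% = reference inhibitor control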
NR5A2 inv ag = suppresses constitutive activity of human LRH-1 | O00482 | HEK293T StAR-luciferase reporter, LRH-1 transfected, 24 h | inhibition, % at 3.6 µM | 360,000 compounds, 0.13% hits;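 active = inhibition above the mean inhibition of all tested compounds plus 3 SD, cut at about 73% in these data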;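 also: 0% = DMSO wells and 100% = reporter-only cells lacking LRH-1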
SRC1 inh = inhibits human SRC1 coactivator; Q15788; HEK293 GAL4-SRC1 luciferase reporter, luminescence; inhibition, % at 3.6 µM; 360,000 compounds, 0.12% hits;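 active = inhibition above the campaign mean plus 3 SD, with each screening campaign given its own cutoff, cut at about 60% in these data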;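 also: 0% = DMSO treated cells and 100% = gossypol at 36 µM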
An asterisk follows results filed as active. Only part of the results is shown. The share of hits here may be higher or lower than overall.

COc1ccc(OC)c(NC(=O)CSc2nc(N3CCOCC3)nc(N3CCOCC3)n2)c1 was read as Shn3 3UTR inh 1, C8 TRAIL sens 4, KKLEB cytotox -19, SRC3 inh 11, CF NFkB inh 8, TROY NFkB inh -22, TWEAK-Fn14 inh 3, COUP-TFII inh 8, LMP1 NFkB inh 10, NR5A2 inv ag -5 and SRC1 inh -16.
For O=C(c1ccc2c(c1)OCO2)C1CCCN(Cc2ccccc2OC(F)F)C1 (stereo not drawn) the results were Shn3 3UTR inh -10, C8 TRAIL sens -20, KKLEB cytotox -5, SRC3 inh -8, CF NFkB inh 6, TROY NFkB inh 5, TWEAK-Fn14 inh -11, COUP-TFII inh 4, LMP1 NFkB inh 0, NR5A2 inv ag -5 and SRC1 inh -7.
CCC(C)(C)NC(=O)C(c1ccc(OC)cc1)N(Cc1ccccc1)C(=O)CCC(=O)Nc1cc(C)on1 (stereo not drawn) was read as Shn3 3UTR inh 1, C8 TRAIL sens 8, KKLEB cytotox 10, SRC3 inh 2, CF NFkB inh -8, TROY NFkB inh 14, TWEAK-Fn14 inh -14, COUP-TFII inh 3, LMP1 NFkB inh 1, NR5A2 inv ag 3 and SRC1 inh -4.
`COc1ccc(CC(=O)NNC(=O)CCC(=O)Nc2cc(C)ccc2C)cc1` gave Shn3 3UTR inh 16, C8 TRAIL sens -5, KKLEB cytotox 2, SRC3 inh 13, CF NFkB inh 8, TROY NFkB inh 4, TWEAK-Fn14 inh 7, COUP-TFII inh 6, LMP1 NFkB inh 1, NR5A2 inv ag 5 and SRC1 inh 1.
Screening COC(=O)[C@H](C)NC(=O)COc1ccccc1 returned Shn3 3UTR inh 17, C8 TRAIL sens -6, KKLEB cytotox 3, SRC3 inh -7, CF NFkB inh -12, TROY NFkB inh 2, TWEAK-Fn14 inh 16, COUP-TFII inh 5, LMP1 NFkB inh 4, NR5A2 inv ag 15 and SRC1 inh -23.
O=C(NNc1ccccc1)C(=O)NNS(=O)(=O)c1ccc(CCCl)cc1 was read as Shn3 3UTR inh 86*, C8 TRAIL sens -37, KKLEB cytotox 3, SRC3 inh 20, CF NFkB inh -2, TROY NFkB inh 9, TWEAK-Fn14 inh -16, COUP-TFII inh -7, LMP1 NFkB inh -20, NR5A2 inv ag 0 and SRC1 inh -4.
Screening O=C(NCc1cccs1)C1CC(=O)N(Cc2ccccc2)C1 (stereo not drawn) returned Shn3 3UTR inh 17, C8 TRAIL sens -17, KKLEB cytotox 13, SRC3 inh 6, CF NFkB inh -24, TROY NFkB inh -18, TWEAK-Fn14 inh 0, COUP-TFII inh 19, LMP1 NFkB inh 3, NR5A2 inv ag 13 and SRC1 inh 0.
`COc1ccc(NC(=O)CCCN2C(=O)C(c3ccccc3)Oc3cccnc32)c(OC)c1` (stereo not drawn) gave Shn3 3UTR inh 12, C8 TRAIL sens 5, KKLEB cytotox -17, SRC3 inh 7, CF NFkB inh 17, TROY NFkB inh -7, TWEAK-Fn14 inh -7, COUP-TFII inh 18, LMP1 NFkB inh -2, NR5A2 inv ag -16 and SRC1 inh -23.
Cn1nc(C(=O)OCC(=O)Nc2ccc(Cl)cc2Cl)c2ccccc2c1=O was read as Shn3 3UTR inh 13, C8 TRAIL sens 4, KKLEB cytotox -1, SRC3 inh -19, CF NFkB inh -4, TROY NFkB inh 6, TWEAK-Fn14 inh -14, COUP-TFII inh -2, LMP1 NFkB inh 2, NR5A2 inv ag 27 and SRC1 inh -1.
O=C(C1=COCCO1)N1CCN(S(=O)(=O)c2cccc(Br)c2)CC1 was read as Shn3 3UTR inh -7, C8 TRAIL sens -16, KKLEB cytotox -2, SRC3 inh 2, CF NFkB inh 2, TROY NFkB inh -14, TWEAK-Fn14 inh 4, COUP-TFII inh 6, LMP1 NFkB inh 5, NR5A2 inv ag -15 and SRC1 inh -15.
`O=Cc1c(N2CCCCCC2)nc2ccccn2c1=O` gave Shn3 3UTR inh -2, C8 TRAIL sens -2, KKLEB cytotox -2, SRC3 inh 18, CF NFkB inh 16, TROY NFkB inh -23, TWEAK-Fn14 inh -11, COUP-TFII inh -10, LMP1 NFkB inh -10, NR5A2 inv ag -17 and SRC1 inh 5.
Screening CC(=O)OCc1c(C(F)(F)F)nn(C)c1SCc1ccc(Cl)cc1 returned Shn3 3UTR inh 1, C8 TRAIL sens -9, KKLEB cytotox -4, SRC3 inh 7, CF NFkB inh 6, TROY NFkB inh -24, TWEAK-Fn14 inh -16, COUP-TFII inh -6, LMP1 NFkB inh -6, NR5A2 inv ag 18 and SRC1 inh 3.

The list goes on, starting with the last three of the part before.
O=C(C1=COCCO1)N1CCN(S(=O)(=O)c2cccc(Br)c2)CC1 was read as Shn3 3UTR inh -7, C8 TRAIL sens -16, KKLEB cytotox -2, SRC3 inh 2, CF NFkB inh 2, TROY NFkB inh -14, TWEAK-Fn14 inh 4, COUP-TFII inh 6, LMP1 NFkB inh 5, NR5A2 inv ag -15 and SRC1 inh -15.
`O=Cc1c(N2CCCCCC2)nc2ccccn2c1=O` gave Shn3 3UTR inh -2, C8 TRAIL sens -2, KKLEB cytotox -2, SRC3 inh 18, CF NFkB inh 16, TROY NFkB inh -23, TWEAK-Fn14 inh -11, COUP-TFII inh -10, LMP1 NFkB inh -10, NR5A2 inv ag -17 and SRC1 inh 5.
Screening CC(=O)OCc1c(C(F)(F)F)nn(C)c1SCc1ccc(Cl)cc1 returned Shn3 3UTR inh 1, C8 TRAIL sens -9, KKLEB cytotox -4, SRC3 inh 7, CF NFkB inh 6, TROY NFkB inh -24, TWEAK-Fn14 inh -16, COUP-TFII inh -6, LMP1 NFkB inh -6, NR5A2 inv ag 18 and SRC1 inh 3.
`CC1C(=O)N(Cc2cn(CC3CCCCC3)nn2)CCS(=O)(=O)N1Cc1ccc(-c2ccc(Cl)c(Cl)c2)cc1` (stereo not drawn) gave Shn3 3UTR inh 62, C8 TRAIL sens 10, KKLEB cytotox -6, SRC3 inh 13, CF NFkB inh -4, TROY NFkB inh 12, TWEAK-Fn14 inh 27, COUP-TFII inh 9, LMP1 NFkB inh 7, NR5A2 inv ag -3 and SRC1 inh -8.
Cc1cc(C)n2c(SCCN3C(=O)c4ccccc4C3=O)nnc2n1 was read as Shn3 3UTR inh -27, C8 TRAIL sens -1, KKLEB cytotox 2, SRC3 inh -5, CF NFkB inh 4, TROY NFkB inh -2, TWEAK-Fn14 inh -9, COUP-TFII inh -2, LMP1 NFkB inh -2, NR5A2 inv ag -2 and SRC1 inh -7.
`OCCC1CN(C/C=C/c2ccco2)CCN1Cc1ccccc1` (stereo not drawn) gave Shn3 3UTR inh -5, C8 TRAIL sens 18, KKLEB cytotox -15, SRC3 inh -2, CF NFkB inh -4, TROY NFkB inh 17, TWEAK-Fn14 inh 6, COUP-TFII inh 3, LMP1 NFkB inh -11, NR5A2 inv ag 6 and SRC1 inh -5.
Screening C/C(=C/c1ccccc1)C(=O)N1CCN(c2ccc(F)cc2)CC1 returned Shn3 3UTR inh -14, C8 TRAIL sens 3, KKLEB cytotox 1, SRC3 inh 10, CF NFkB inh -6, TROY NFkB inh 6, TWEAK-Fn14 inh -3, COUP-TFII inh -25, LMP1 NFkB inh -12, NR5A2 inv ag 9 and SRC1 inh -5.
For Nc1ccccc1C#Cc1ccc2[nH]ccc2c1 the results were Shn3 3UTR inh -138, C8 TRAIL sens -9, KKLEB cytotox 8, SRC3 inh -96, CF NFkB inh -26, TROY NFkB inh -16, TWEAK-Fn14 inh -4, COUP-TFII inh -45, LMP1 NFkB inh -34, NR5A2 inv ag -66 and SRC1 inh -85.
Screening O=S(=O)(Nc1nccs1)c1ccc(Nc2nnc(-c3ccccc3)c3ccccc23)cc1 returned Shn3 3UTR inh 5, C8 TRAIL sens -4, KKLEB cytotox 6, SRC3 inh 10, CF NFkB inh -26, TROY NFkB inh 12, TWEAK-Fn14 inh 20, COUP-TFII inh -4, LMP1 NFkB inh -4, NR5A2 inv ag -21 and SRC1 inh 15.
`O=C(NCc1nnc(SCC(=O)N2CCCCCC2)o1)c1ccc(F)cc1` gave Shn3 3UTR inh -3, C8 TRAIL sens -17, KKLEB cytotox 3, SRC3 inh 5, CF NFkB inh -4, TROY NFkB inh 7, TWEAK-Fn14 inh 9, COUP-TFII inh 8, LMP1 NFkB inh 0, NR5A2 inv ag -15 and SRC1 inh 4.
For Cc1cccc(NC(=O)CSc2nc(N)c(NC(=O)c3ccccc3F)c(=O)[nH]2)c1 the results were Shn3 3UTR inh 0, C8 TRAIL sens 11, KKLEB cytotox 14, SRC3 inh 1, CF NFkB inh -8, TROY NFkB inh -29, TWEAK-Fn14 inh -15, COUP-TFII inh 12, LMP1 NFkB inh 4, NR5A2 inv ag -5 and SRC1 inh -3.
O=C(CC(NC(=O)c1ccccc1Cl)c1ccccc1)NC1=NCCS1 (stereo not drawn) was read as Shn3 3UTR inh -11, C8 TRAIL sens 9, KKLEB cytotox 5, SRC3 inh 14, CF NFkB inh -2, TROY NFkB inh 0, TWEAK-Fn14 inh 5, COUP-TFII inh 6, LMP1 NFkB inh -3, NR5A2 inv ag 9 and SRC1 inh 6.
Cc1ccc(C(=O)NNC(=O)CSc2nnc(-c3ccccc3)n2Cc2ccccc2)cc1 was read as Shn3 3UTR inh 7, C8 TRAIL sens -17, KKLEB cytotox -4, SRC3 inh 14, CF NFkB inh 18, TROY NFkB inh -3, TWEAK-Fn14 inh -12, COUP-TFII inh -16, LMP1 NFkB inh 2, NR5A2 inv ag 21 and SRC1 inh -13.
Brc1ccc2c(c1)CNc1c(ncnc1N1CCOCC1)O2 was read as Shn3 3UTR inh 12, C8 TRAIL sens 3, KKLEB cytotox -4, SRC3 inh 6, CF NFkB inh 3, TROY NFkB inh 10, TWEAK-Fn14 inh 10, COUP-TFII inh -21, LMP1 NFkB inh -10, NR5A2 inv ag -10 and SRC1 inh -14.
For O=C(NC12CC3CC(CC(C3)C1)C2)c1ccc(-c2ccc(Br)cc2)o1 the results were Shn3 3UTR inh -49, C8 TRAIL sens 24, KKLEB cytotox -10, SRC3 inh -54, CF NFkB inh -9, TROY NFkB inh 28, TWEAK-Fn14 inh -12, COUP-TFII inh -11, LMP1 NFkB inh -46, NR5A2 inv ag -25 and SRC1 inh -83.
For Cn1c(=NC(=O)CS(=O)(=O)c2ccc(F)cc2)sc2ccccc21 the results were Shn3 3UTR inh -17, C8 TRAIL sens 5, KKLEB cytotox 5, SRC3 inh -29, CF NFkB inh 14, TROY NFkB inh -38, TWEAK-Fn14 inh -22, COUP-TFII inh 1, LMP1 NFkB inh -7, NR5A2 inv ag -16 and SRC1 inh -28.
For CC(=O)Nc1cccc(-c2ccnc3c2CC(C)(C(=O)Nc2cccc(NS(C)(=O)=O)c2)O3)c1 (stereo not drawn) the results were Shn3 3UTR inh -24, C8 TRAIL sens 4, KKLEB cytotox -9, SRC3 inh 5, CF NFkB inh -8, TROY NFkB inh 6, TWEAK-Fn14 inh -70, COUP-TFII inh -10, NR5A2 inv ag -24 and SRC1 inh 1.
